14-3-3g Raf – alters human 14-3-3 gamma binding to Raf peptide. P61981. FP, 14-3-3gamma / TMR-pS259-Raf peptide binding. inhibition, % at 40 µM. 160,000 tested, 0.19% active. AID 422; in the data active = inhibition above about 30%;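 note: 0% = protein plus tracer without compound and 100% = blank with tracer alone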
Target sequence (P61981 whole entry, looked up): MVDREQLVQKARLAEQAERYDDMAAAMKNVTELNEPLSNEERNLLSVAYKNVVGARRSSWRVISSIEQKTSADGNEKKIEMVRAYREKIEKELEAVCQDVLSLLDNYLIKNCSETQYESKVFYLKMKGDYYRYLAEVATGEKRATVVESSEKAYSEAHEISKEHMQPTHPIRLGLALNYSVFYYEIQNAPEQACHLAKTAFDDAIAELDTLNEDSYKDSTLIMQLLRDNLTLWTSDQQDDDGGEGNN
Starred values were filed as active, the others as inactive; & = joins results of further samples. This is a subset. The share of hits here may be higher or lower than overall.

item | SMILES | 14-3-3g Raf
1 | CCN1CCN(C(=O)Cn2cnc3sc(C)c(S(=O)(=O)N4CC(C)CC(C)C4)c3c2=O)CC1 (centres undefined) | -2
2 | COc1ccc(C2C(=O)N(C3CCCCCC3)CC(=O)N2C2CC2)cc1 (centres undefined) | -1
3 | COC(=O)C1=CN(C)C=C(C(=O)OC)C1c1ccc(C)c([N+](=O)[O-])c1 | 9
4 | Cc1cc(C(F)(F)F)nc(NC(C)c2ccccc2)n1 (centres undefined) | -6
5 | Cc1ccccc1Cn1cc(NC(=O)c2noc3c2CCCC3)cn1 | -3
6 | CCOC(=O)C1CCN(Cc2ccc(O)c(OC)c2)CC1 | -2
7 | CCOC(=O)CSc1nc2ccccc2c(=O)n1CC1CCCO1 (centres undefined) | -7
8 | CC(C)CN1C(=O)NC(NC(=O)c2cccnc2)(C(F)(F)F)C1=O (centres undefined) | -1
9 | COc1ccc(C(=O)CN2CCN(c3ccccn3)CC2)cc1OC | 1
10 | C=CCn1c(SCC(=O)OCC)nc2sc3c(c2c1=O)CC(C)(C)SC3 | -10
11 | Cc1ccc2c(c1)c(CC(=O)Nc1cccc([N+](=O)[O-])c1C)c(C(=O)O)n2C | 4
12 | CCN(CCNC(=O)c1cc(-c2cccnc2)nc2ccccc12)c1ccccc1 | -5
13 | Cc1ccc(NC(=O)C2CCN(S(=O)(=O)c3cccc4nonc34)CC2)cc1C | -28
14 | O=C(CN1C(=O)c2ccccc2C1=O)N1CCN=C1c1ccccc1 | 1
15 | CCS(=O)(=O)NCCc1csc(-c2cccnc2)n1 | -1
16 | Cc1ccc(CNC(=O)CCCn2c(=O)c3sccc3n(Cc3cccc(F)c3)c2=O)cc1 | 10
17 | O=C1C(=O)N(c2cccc(C(F)(F)F)c2)C(c2ccccc2F)/C1=C(\O)c1ccccc1 (centres undefined) | -8
18 | COc1ccc(S(=O)(=O)N(CC(=O)N2CCN(c3ccccc3OC)CC2)c2ccccc2)cc1 | -4
19 | Brc1cccc(-c2nc(-c3ccncc3)no2)c1 | 2&-13
20 | O=C(O)CCC(=O)N1N=C(c2ccccc2)CC1c1cccs1 (centres undefined) | -6
21 | O=C(CN1C(=O)CSc2ccccc21)NCCN1CCCCCC1 | -8
22 | O=C(CC1(C(F)(F)F)NCCN1)c1ccccc1 | -12
23 | CN1CC(=O)N(CC(=O)Nc2ccc(N(C)C)cc2)c2ccccc2C1=O | -5
24 | O=C(CCCCn1c(=O)c2ccccc2n(CC(=O)NC2CCCC2)c1=O)NCc1ccco1 | -2
25 | CCOC(=O)c1c(NC(=O)c2ccc(C)cc2)sc(C)c1C | -38

item | SMILES | 14-3-3g Raf
26 | CCOC(=O)C1CCCN(C(=O)c2cc3c(-c4cccc(OC)c4)nn(C)c3s2)C1 (centres undefined) | -4
27 | CC(C)CCNC(=O)c1cc2c(=O)[nH]c3ccccc3c2n1C | -5
28 | CNc1oc(-c2cccs2)nc1C#N | 16
29 | C=C1c2ccccc2NC(=O)N1c1ccc(C)cc1 | 6
30 | CC(C)CCn1nc(C(=O)OC(C)C(=O)NC(N)=O)c2ccccc2c1=O (centres undefined) | 3
31 | C=CCSc1nc2c(c(=O)[nH]c(=O)n2C)n1Cc1ccccc1 | 8
32 | Cc1ccc(-c2csc3n[nH]c(=S)n23)cc1 | -3
33 | Cc1ccc2nc(-c3ccc(NC(=O)c4cc(Cl)ccc4[N+](=O)[O-])cc3)sc2c1 | -4
34 | CCCN(CCC)S(=O)(=O)c1ccc(F)c(C(=O)Nc2cccc(C)c2)c1 | -3
35 | O=C(Cn1cnc([N+](=O)[O-])n1)NCCc1ccccc1 | -5
36 | COc1ccc2nc3oc(C(=O)N4CCN(c5ccc([N+](=O)[O-])cc5)CC4)cc3cc2c1 | -2
37 | COc1cc(Cl)c(C)cc1NC(=O)c1sc2ncn(CC(=O)Nc3cccc(C(F)(F)F)c3)c(=O)c2c1C | -13
38 | COc1ccc2oc(=O)c(C(=O)N3CCN(C(=O)c4ccccc4)CC3)cc2c1 | -8
39 | CCOC(=O)c1ccc2c(c1)nc(C)n2CCO | -34
40 | Cc1ccc(-c2nnc3c4ccccc4c(C)nn23)cc1S(=O)(=O)N1CCN(C)CC1 | 3
41 | O=C(O)c1ccc(COc2c(F)c(F)c(F)c(F)c2F)o1 | 2
42 | CCOc1ccc(C2/C(=C(\O)c3ccccc3)C(=O)C(=O)N2CCO)cc1 (centres undefined) | -8
43 | COc1cccc(NS(=O)(=O)c2cc(C)ccc2OC)c1 | 1
44 | COc1ccc(C(=O)Nc2ccc(C(=O)OC3CCCCC3)cc2)cc1OC | 3
45 | O=C(NCCC(c1ccccc1)c1ccccc1)c1ccc(Br)cc1 | -1
46 | Cc1ccc(CN2C3=NCCCN3c3ccccc32)cc1 | 0
47 | O=C1OC2C(O)C3CC1C2C3 (centres undefined) | 3
48 | CC(C)C(Nc1ncnc2ccccc12)C(=O)O (centres undefined) | -27
49 | CN(C)C(=O)[n+]1ccc(C=Cc2ccccc2)cc1 | -15
50 | COc1cccc(NC(=O)C(C)Oc2ccccc2)c1 (centres undefined) | 9

item | SMILES | 14-3-3g Raf
51 | O=c1oc2ccc(Cl)cc2cc1-c1nnc(Nc2ccccc2F)s1 | -4
52 | CCOc1cccc2oc(=O)c(C(=O)Nc3cc(C(C)(C)C)on3)cc12 | -7
53 | Cc1c(C(=O)N(C)Cc2ccccc2)oc2ccc(S(=O)(=O)N3CCCC3)cc12 | 6
54 | COc1ccc(NC(=O)c2sc3nc(-c4ccc(OC)cc4)cc(C(F)(F)F)c3c2N)cc1 | -26
55 | CSc1ccccc1NC(=O)Nc1ccccc1 | -2
56 | COc1ccc(C2C(C(=O)Nc3nc4ccccc4s3)=C(C)NC3=C2C(=O)CC(C)(C)C3)cc1 (centres undefined) | -2
57 | COc1ccc(-c2nnc(SC(C)C(=O)Nc3nccs3)n2-c2ccccc2)cc1OC (centres undefined) | 9
58 | CC(C)(C)NC(=O)C1C(=O)NC2(C)CC1c1ccccc1O2 (centres undefined) | 3
59 | COc1ccc(NC(=O)C2CCCN(S(=O)(=O)c3cccs3)C2)cc1 (centres undefined) | -39
60 | Cc1[nH]nc(SCC(=O)N(C)c2ccccc2)c1[N+](=O)[O-] | -32
61 | COc1ccc(S(=O)(=O)N(CC(=O)N(C)Cc2ccccc2)c2ccc(C)cc2)cc1 | -4
62 | CN1CCN(Cc2c(O)ccc3c(=O)c(-c4ccc(Cl)cc4)coc23)CC1 | 6
63 | Cc1ccc2oc(-c3ccc(C)c(NC(=O)c4ccc([N+](=O)[O-])o4)c3)nc2c1 | -18
64 | O=C(NCc1ccccc1)c1ccc2c(c1SCCO)C(=O)c1ccccc1C2=O | 5
65 | COCCn1nnnc1C1(N(Cc2cc3cc(C)ccc3[nH]c2=O)CC2CCCO2)CCN(C)CC1 (centres undefined) | -2
66 | Cc1cc(C)n(CCO)c(=O)n1 | -3
67 | CCc1nc(N)nc(N)c1-c1ccc(Cl)cc1 | -5
68 | CCOC(=O)c1c(C)oc2ccc(OCc3ccc(C(=O)OC)cc3)cc12 | -2
69 | CCCCOCCOC(=O)CN1C(=O)c2ccc(Br)cc2C1=O | -4
70 | CN(CC(=O)O)c1ccccc1C(=O)O | -3
71 | COc1cccc(-c2coc3cc4oc(=O)cc(-c5ccccc5)c4cc23)c1 | -1
72 | O=c1[nH]c2ccccc2n1CCCSCCCn1c(=O)[nH]c2ccccc21 | -10
73 | COCc1cc(C)nc2sc(C(=O)OC)c(N)c12 | -1&-11
74 | COc1ccc(S(=O)(=O)CCC(=O)N2CCN(c3cccc(C(F)(F)F)c3)CC2)cc1 | -10
75 | CCOC(=O)N1C(=O)c2cc(OC)ccc2S1(=O)=O | 3

item | SMILES | 14-3-3g Raf
76 | O=C1c2cc3ccccc3cc2C(=O)N1c1ccc2ccccc2c1 | -8
77 | O=C(C1CCCN(S(=O)(=O)c2cccc3nsnc23)C1)N1CCN(c2ccccn2)CC1 (centres undefined) | -1
78 | O=C(NC1CCCCCCC1)C12CC3CC(CC(C3)C1)C2 | -2
79 | CCc1ccc(C2CC(c3ccccc3)Nc3nc(N)nn32)cc1 (centres undefined) | -3
80 | Nc1ncnc2nc(N3CCN(C(=O)c4ccccc4)CC3)[nH]c12 | -8
81 | COC(=O)C(C)(N)Cc1ccc(O)cc1 (centres undefined) | 4
82 | O=S(=O)(c1ccc(S(=O)(=O)C(F)(F)F)cc1)C(F)(F)F | -1
83 | CCOC(=O)C(Cc1c[nH]c2ccccc12)NC(=O)CNC(C)=O (centres undefined) | 6
84 | CC[C@@H](C)[C@H](NC(=O)OC(C)(C)C)c1nnc(S(=O)(=O)Cc2cc(C)ccc2C)o1 | -3
85 | CCCNC(=O)c1ccc(SC)cc1OC | 0
86 | COc1ccc[nH]c1=O | 4
87 | CC(C)c1ccc(S(=O)(=O)N2CCN(CCC(=O)Nc3ccc(N(C)C)cc3)CC2)cc1 | -5&-16
88 | CCOc1cccc2cc(-c3cn4c(n3)sc3cc(OC)ccc34)c(=O)oc12 | -34
89 | Cc1ccc(NCc2nnc(SCC(=O)c3ccc4c(c3)OCCO4)o2)c(C)c1 | -3
90 | COC(=O)C1=CN(C(C)C)C=C(C(=O)OC)C1c1ccc(OC)c(OC)c1OC | 4
91 | COc1cc2c(cc1OC)CN(C(=O)C(C)(C)C)CC2 | -3
92 | CCOc1ccccc1N(CC(=O)Nc1c(C)n(C)n(-c2ccccc2)c1=O)S(C)(=O)=O | 1
93 | S=C(c1cn(Cc2ccccc2Cl)c2ccccc12)N1CCCC1 | -14
94 | CC1CCCCC1NC(=O)c1ccc(CSCc2ccc(Cl)cc2)o1 (centres undefined) | -4
95 | Nc1nc(Cn2nnc(-c3ccccc3Cl)n2)nc(N2CCOCC2)n1 | 2
96 | COC(=O)c1[nH]c2ccccc2c1NC(=O)Oc1ccccc1 | 5
97 | CCCC(=O)Nc1nc2ccc(OCC)cc2s1 | 3
98 | O=C(Cn1[nH]c(=O)c2ccccc2c1=O)NC1CCN(Cc2ccccc2)CC1 | 2
99 | Cc1ccc(C(=O)c2c(C)c(C)cc(C)c2C)cc1 | 1
100 | COc1ccc(NC(=O)C2=C(C)NC3=C(C(=O)CC(c4ccc(OC)c(OC)c4)C3)C2c2cccc(Cl)c2)cc1 (centres undefined) | -3

Entries from the list above that have a COOH group (5):
item | SMILES | 14-3-3g Raf
11 | Cc1ccc2c(c1)c(CC(=O)Nc1cccc([N+](=O)[O-])c1C)c(C(=O)O)n2C | 4
20 | O=C(O)CCC(=O)N1N=C(c2ccccc2)CC1c1cccs1 (centres undefined) | -6
41 | O=C(O)c1ccc(COc2c(F)c(F)c(F)c(F)c2F)o1 | 2
48 | CC(C)C(Nc1ncnc2ccccc12)C(=O)O (centres undefined) | -27
70 | CN(CC(=O)O)c1ccccc1C(=O)O | -3

The results go on:
item | SMILES | 14-3-3g Raf
101 | CC1CN(c2nnnn2-c2ccccc2)CC(C)O1 (centres undefined) | -1&-12
102 | CCN(CC)c1nc2c(c(=O)n(C)c(=O)n2C)n1CC(=O)c1ccccc1 | -79
103 | Cc1ccc(Nc2ncc(C(=O)NCc3cccnc3)c3ccccc23)cc1Cl | -11
104 | COC(=O)c1sc(NC(=O)COc2ccccc2OC)nc1C | 0
105 | CCOC(=O)c1[nH]c2ccc(OC)cc2c1NC(=O)OC | -8
106 | CCOC(=O)C1CCCN(C(=O)c2ccc(CNc3c(N4CCC(C)CC4)c(=O)c3=O)cc2)C1 (centres undefined) | 0
107 | Cc1cccc(NS(=O)(=O)c2cccnc2)c1C | -15
108 | CCn1c(-c2ccc(F)cc2)n[nH]c1=S | -8
109 | COc1cc2c(cc1OC)C(C(=O)N1CCOCC1)C(c1ccccc1F)N(C)C2=O (centres undefined) | -2
110 | CC(C)Cn1c(C(C)NC(=O)c2ccccc2)nc2ccccc21 (centres undefined) | -1
111 | CCc1ccc(Nc2nc(N)nc(CSc3nnnn3-c3ccccc3)n2)cc1 | 0
112 | CC(C)CC(=O)Nc1ccc(OCC(=O)O)cc1 | -6
113 | O=C(O)CN1C(=O)c2ccc(F)cc2C1=O | -7
114 | CCOC(=O)c1ccccc1NC1OC(=O)c2ccccc21 (centres undefined) | -4&3
115 | COc1ccc(-c2occ(C(=O)O)c2C(=O)O)cc1 | -3
116 | CC(OC(=O)CNC(=O)C12CC3CC(CC(C3)C1)C2)C(=O)Nc1ccc(N2CCOCC2)cc1 (centres undefined) | -3
117 | COc1ccc(CCNC(=O)C2CCN(S(=O)(=O)c3ccc(F)cc3)CC2)cc1OC | -6
118 | CCN(CCCNC(=O)CCNC(=O)Cn1cnc2ccccc2c1=O)c1cccc(C)c1 | -5
119 | COc1ccc(-c2ccc(=O)n(CC(=O)Nc3ccccc3C(F)(F)F)n2)cc1 | -17
120 | Cc1nn(-c2ccc(F)cc2)c2sc(C(=O)OCC(=O)N3CCC(C)CC3)cc12 | -9
121 | COc1ccccc1Nc1ncc(-c2cccs2)s1 | -22&-13
122 | CC(=O)N1c2ccccc2NC2=C(C(=O)CCC2)C1c1cccnc1 (centres undefined) | 4&-6
123 | C/C=C/c1ccc(OC)c(OC(C)=O)c1 | -4
124 | CC1(C)Cc2ccccc2C(=CC(=S)Nc2ccccc2)N1 | -9
125 | Cc1ccc(C)c(N(C)C(=O)c2cc3cc4ccc(C)cc4nc3o2)c1 | 2

item | SMILES | 14-3-3g Raf
126 | Cc1ccc(N2C(=O)CSC2c2ccccc2[N+](=O)[O-])cc1Cl (centres undefined) | 9
127 | CCc1ccc(C(=O)CC2(O)C(=O)N(CCc3ccccc3)c3ccccc32)cc1 (centres undefined) | -2
128 | COc1ccccc1NC(=O)c1c(NC(=O)c2ccco2)sc2c1CCC2 | -18
129 | COc1ccc(C2C(C(=O)NCCC3=CCCCC3)c3cc(OC)c(OC)cc3C(=O)N2C)cc1 (centres undefined) | -9
130 | CC(C)c1nc(N2CCOCC2)c(C#N)c2c1COC(C)(C)C2 | -5
131 | COc1ccc(-n2nc3ccc(NC(=O)c4ccc(OC)c(Cl)c4)cc3n2)cc1 | -18
132 | CC(=O)Nc1ccc(Cl)cc1C(=O)O | -5&2
133 | O=C(O)[C@@H]1CSC2(CCSC2)N1 (some centres undefined) | -5
134 | Brc1ccccc1-c1nc(-c2cccnc2)no1 | -1

By substructure, those above containing a cyano group.
item | SMILES | 14-3-3g Raf
28 | CNc1oc(-c2cccs2)nc1C#N | 16
130 | CC(C)c1nc(N2CCOCC2)c(C#N)c2c1COC(C)(C)C2 | -5

Reprinted at random: 2 records from the list
item | SMILES | 14-3-3g Raf
128 | COc1ccccc1NC(=O)c1c(NC(=O)c2ccco2)sc2c1CCC2 | -18
39 | CCOC(=O)c1ccc2c(c1)nc(C)n2CCO | -34

Assay outcomes as filed in PubChem.
